Compound activity deposited in PubChem BioAssay by several laboratories.
Tn7 DDE FP – DD(E)-Tn7 binding inhibition, primary FP screen. FP displacement of FITC-Tn7 peptide from fibrin DD(E); 0% = median of compound wells per plate. inhibition, % at 8.3 µM. 0.13% of 370,000 active;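 active means inhibition above the mean of compounds falling within the control limits plus 3 SD of them, cut at about 14% in these data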;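 further: 0% = plate median of compound wells and 100% = 10 µM Aha-Tn7 peptide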
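Test system – human fibrin DD(E) · Times – 10 min preincubation, 3 h with tracer, room temperature · Detection – fluorescence polarization of the labelled Tn7 tracer · Measure – percent inhibition normalized to high-control wells · Benchmarks – high control wells with 10 µM unlabelled Aha-Tn7 peptide (full inhibition) · Repeats – singlicate testing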
sPLA2-III inh – Inhibits HGIII-sPLA2 liposome hydrolysis, primary screen. inhibition, % at 12.2 µM. Q9NZ20. QFRET BODIPY PC-A2 liposome hydrolysis, fluorescence. 0.56% of 370,000 active. AID 743126;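 active means inhibition above mean plus 3 SD of compounds lying within the high and low control bounds, cut at about 19% in these data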;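 further: 0% = median of test compound wells and 100% = no enzyme DMSO wells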
UHRF1 binding – human UHRF1 methylated DNA binding inhibitors | Q96T88 | inhibition, % at 4.4 µM | AID 687016 | UHRF1 binding to methylated oligo, TR-FRET | 0.75% of 370,000 active; in the data active means inhibition above about 21%;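 further: UHRF1 SRA domain binding a hemimethylated CpG hairpin DNA probe; 0% = median of test compound wells and 100% = reference inhibitor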
proKLK7 act – activators of human kallikrein-7 zymogen; P49862; purified proKLK7, EDANS-DABCYL substrate fluorescence; 100% is mature enzyme control, 0% vehicle; activation, % at 7 µM; 0.9% of 370,000 active; AID 652039;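 active means activation above the mean of all tested compounds plus 3 SD, computed per campaign excluding outliers beyond control limits, cut at about 13% in these data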
Rev-erbA mod – Rev-erb alpha (human) modulation; P20393; AID 1259318; 0.79% of 370,000 active; Rev-erbα–FITC-DNA binding, fluorescence polarization, 90 min; activity, % at 10 µM;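 active means activity above about 14%, limit read from the data; passing the limit was not always enough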;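 further: 0% = DMSO wells with 35 nM protein and 100% = DMSO wells with 750 nM protein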
DDE Tn6 FP inh – inhibitors of Tn6 peptide binding to human fibrin DD(E); Fibrin DD(E) TRITC-Tn6 fluorescence polarization displacement; 0.21% of 370,000 active; inhibition, % at 8.3 µM; AID 720509;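 active means inhibition above a per-campaign cutoff: mean of compounds within control limits plus 3 SD, cut at about 15% in these data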;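 further: 0% = median of all compound wells on the plate and 100% = blocking peptide control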
PLCb3 inh – PLC-beta3 (human) inhibition, primary screen | inhibition, % at 12.2 µM | 0.18% of 370,000 active | AID 720704 | Purified PLC-beta3, fluorogenic substrate, fluorescence; in the data active means inhibition above about 11%;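 further: 0% = median of compound wells on plate and 100% = full blocker control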
PLCg1 inh – blocks human PLC-gamma1 enzyme activity; purified PLC-gamma1, fluorogenic substrate, fluorescence; inhibition, % at 12.2 µM; P19174; 0.84% of 370,000 active; in the data active means inhibition above about 9.5%
Target sequence (P19174 whole entry, looked up): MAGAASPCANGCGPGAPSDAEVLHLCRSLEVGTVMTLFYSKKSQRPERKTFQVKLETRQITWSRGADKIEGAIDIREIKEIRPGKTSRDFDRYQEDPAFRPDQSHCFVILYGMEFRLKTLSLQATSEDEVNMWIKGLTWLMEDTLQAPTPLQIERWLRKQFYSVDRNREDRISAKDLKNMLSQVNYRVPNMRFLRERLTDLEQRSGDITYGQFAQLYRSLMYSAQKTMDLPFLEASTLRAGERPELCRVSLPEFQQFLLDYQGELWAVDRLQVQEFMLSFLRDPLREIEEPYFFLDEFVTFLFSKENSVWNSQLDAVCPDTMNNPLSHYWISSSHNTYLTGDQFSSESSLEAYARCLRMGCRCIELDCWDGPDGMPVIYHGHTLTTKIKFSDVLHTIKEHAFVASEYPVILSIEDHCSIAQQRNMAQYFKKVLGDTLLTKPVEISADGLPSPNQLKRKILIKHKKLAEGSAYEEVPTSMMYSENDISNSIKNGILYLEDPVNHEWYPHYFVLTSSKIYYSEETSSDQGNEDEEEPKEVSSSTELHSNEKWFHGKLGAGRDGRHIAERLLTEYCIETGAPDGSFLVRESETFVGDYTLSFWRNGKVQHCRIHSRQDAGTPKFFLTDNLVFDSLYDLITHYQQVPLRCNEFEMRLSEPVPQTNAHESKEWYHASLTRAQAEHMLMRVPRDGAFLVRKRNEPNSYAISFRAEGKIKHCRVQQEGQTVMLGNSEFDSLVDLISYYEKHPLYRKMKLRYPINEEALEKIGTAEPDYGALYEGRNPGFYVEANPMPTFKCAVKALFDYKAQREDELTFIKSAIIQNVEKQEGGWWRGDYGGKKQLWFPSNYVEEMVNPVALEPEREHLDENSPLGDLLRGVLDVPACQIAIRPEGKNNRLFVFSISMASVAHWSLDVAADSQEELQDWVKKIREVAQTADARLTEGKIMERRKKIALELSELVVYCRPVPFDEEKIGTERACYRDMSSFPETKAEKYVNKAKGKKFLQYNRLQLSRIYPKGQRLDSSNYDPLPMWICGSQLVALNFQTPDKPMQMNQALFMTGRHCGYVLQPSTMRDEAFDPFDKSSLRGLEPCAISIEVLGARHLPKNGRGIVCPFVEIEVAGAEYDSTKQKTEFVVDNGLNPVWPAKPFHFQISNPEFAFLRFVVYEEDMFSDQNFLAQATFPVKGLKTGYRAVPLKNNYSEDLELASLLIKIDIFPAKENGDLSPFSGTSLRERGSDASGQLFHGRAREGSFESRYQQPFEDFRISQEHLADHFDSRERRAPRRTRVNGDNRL
ARFGAP1 inh – rat ARFGAP1 inhibition. Q62848. Arfgap1-stimulated ARF1 GTP hydrolysis, GDP FP detection. inhibition, % at 16.5 µM. 0.26% of 360,000 active. AID 651572;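 active means inhibition above a per-plate limit, mean inhibition of low control wells plus 3 SD, cut at about 25% in these data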;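 further: 0% = DMSO wells with enzyme and 100% = wells lacking Arfgap1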
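material = rat Arfgap1 catalytic domain, aa 1-136 | also added = human ARF1(Δ1-17)-GTP substrate | compound dosing = one concentration, 16.5 µM, DMSO 1.26% | times = GTP hydrolysis reaction 2 h at 25 °C | measured by = FP, GDP Alexa 633 tracer displaced from anti-GDP antibody, 620/688 nm | evaluation = percent inhibition of Arfgap1-stimulated GTP hydrolysis | replication = single well per compound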
ASAP1 inh – blocks human ASAP1-stimulated Arf1 GTP hydrolysis; inhibition, % at 16.5 µM; Q9ULH1; GDP FP detection; 0.19% of 360,000 active; in the data active means inhibition above about 25%;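 further: 0% = vehicle with enzyme and substrate and 100% = no enzyme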
An asterisk follows results filed as active; i = inactive; nt = not tested or not shown.

SMILES	Tn7 DDE FP	sPLA2-III inh	UHRF1 binding	proKLK7 act	Rev-erbA mod	DDE Tn6 FP inh	PLCb3 inh	PLCg1 inh	ARFGAP1 inh	ASAP1 inh
O=C(Nc1ccc(Nc2ccccc2)cc1)c1ccc(Cl)cc1[N+](=O)[O-]	-5	5	1	0.3	7	0	-6	2	-6	10
CCN1C(=O)c2ccccc2Sc2ccc(C(=O)NCCN3CCOCC3)cc21	0	-6	2	-0.3	3	6	2	0	6	-9
COc1ccc(-c2nc3cnccn3c2Nc2ccc3c(c2)OCO3)cc1	-2	10	0	4.2	1	-3	-51	-38	-4	-4
CCCCC(=O)Nc1cccc(C(=O)N/N=C/c2ccc(OC)cc2OC)c1	-1	4	5	0.3	2	-4	-27	-20	7	26*
Cc1c(C#N)c2ncnc(N)c2n1-c1ccccc1	-6	0	-1	-0.3	-4	-1	-1	0	-1	-3
CCN1CCN(c2c(Cl)cccc2NC(=O)c2cccs2)CC1	-4	-2	-3	0.0	-4	3	-4	-1	-7	-3
COc1cccc(C(c2c(NC(=O)c3ccco3)sc(C)c2C)N2CCOCC2)c1 (stereo not drawn)	-8	5	4	-0.1	-1	-4	-109	-87	2	-18
COc1ccc(NC(=O)c2ccccc2SC)cc1	-1	1	2	0.0	-4	2	3	2	4	2
O=C(/C(=C(\O)c1ccccc1)c1ncc[nH]1)c1ccccc1	0	-4	-3	0.1	-5	1	-5	1	2	3
COC(=O)[C@]12C[C@H](CC(=O)N3CCCCC3)C(=O)N(Cc3ccco3)C1=C[C@H](C(C)C)O[C@@H]2C1CC1	0	1	-1	-0.5	-6	-5	5	1	nt	nt
COc1ccc(C(=O)NCC(=O)N2CCCCC2)cc1OC	4	6	2	-0.1	4	-3	1	-2	-10	-12
CCC(=O)Nc1ccc(NC(=O)c2ccc3c(c2)OCO3)cc1	-10	-1	0	0.7	-2	2	5	3	-10	-4
O=C1N[C@@H](Cc2ccccc2)C(=O)N2[C@H]1C[C@]1([C@]34C[C@H]5C(=O)N[C@@H](Cc6ccccc6)C(=O)N5[C@H]3N(S(=O)(=O)c3ccccc3)c3ccccc34)c3ccccc3N(S(=O)(=O)c3ccccc3)[C@H]21	-4	-3	2	-0.4	1	3	0	5	-5	-14
O=C(NCc1cccc(OC(F)(F)F)c1)c1cccc2c1C(=O)c1ccc(-c3ccc(F)cc3OCc3ccccc3)cc1S2(=O)=O	1	5	0	1.0	15	0	0	-5	-6	-4
Cc1ccc(CCNC(=O)C2CCCN(S(=O)(=O)c3c(C)nn(C)c3C)C2)cc1 (stereo not drawn)	0	14	1	0.7	2	-4	-2	4	1	14

Reformatted field by field: entries from further up
CCC(=O)Nc1ccc(NC(=O)c2ccc3c(c2)OCO3)cc1
  Tn7 DDE FP: -10	sPLA2-III inh: -1	UHRF1 binding: 0	proKLK7 act: 0.7	Rev-erbA mod: -2	DDE Tn6 FP inh: 2	PLCb3 inh: 5	PLCg1 inh: 3	ARFGAP1 inh: -10	ASAP1 inh: -4
COc1ccc(C(=O)NCC(=O)N2CCCCC2)cc1OC
  Tn7 DDE FP: 4	sPLA2-III inh: 6	UHRF1 binding: 2	proKLK7 act: -0.1	Rev-erbA mod: 4	DDE Tn6 FP inh: -3	PLCb3 inh: 1	PLCg1 inh: -2	ARFGAP1 inh: -10	ASAP1 inh: -12
CCN1C(=O)c2ccccc2Sc2ccc(C(=O)NCCN3CCOCC3)cc21
  Tn7 DDE FP: 0	sPLA2-III inh: -6	UHRF1 binding: 2	proKLK7 act: -0.3	Rev-erbA mod: 3	DDE Tn6 FP inh: 6	PLCb3 inh: 2	PLCg1 inh: 0	ARFGAP1 inh: 6	ASAP1 inh: -9
CCCCC(=O)Nc1cccc(C(=O)N/N=C/c2ccc(OC)cc2OC)c1
  Tn7 DDE FP: -1	sPLA2-III inh: 4	UHRF1 binding: 5	proKLK7 act: 0.3	Rev-erbA mod: 2	DDE Tn6 FP inh: -4	PLCb3 inh: -27	PLCg1 inh: -20	ARFGAP1 inh: 7	ASAP1 inh: 26*

Next section.
SMILES	Tn7 DDE FP	sPLA2-III inh	UHRF1 binding	proKLK7 act	Rev-erbA mod	DDE Tn6 FP inh	PLCb3 inh	PLCg1 inh	ARFGAP1 inh	ASAP1 inh
CN1OC[C@@H]2CN(C(=O)c3ccc(C#N)cc3)[C@H](c3cccc(Br)c3)C[C@@H]21	-1	-6	4	-0.2	-1	6	4	2	7	3
COc1ccc(C(=O)N2CCN(c3nc4ccccc4o3)CC2)cc1OC	-1	1	0	-0.5	-2	-3	2	-1	6	-1
O=C(N1CCOCC1)N1CCN(c2nc(-c3ccccc3)cs2)CC1	-10	3	0	0.3	-2	2	-1	0	-2	-5
Cc1ccc(C2C=C(c3ccccc3)Nc3ncnn32)cc1 (stereo not drawn)	1	0	-3	8.7	-5	2	i	i	14	9
CCc1ccc(-n2ccc(=O)c(C(=O)O)n2)cc1	5	-2	0	0.3	1	3	-4	4	-13	-5
CCc1ccc(NC(=O)c2ccc(-n3cncn3)c([N+](=O)[O-])c2)cc1	2	-3	-1	0.2	1	3	-2	7	2	4
CCN(CC(=O)NCc1ccc(Cl)cc1)C(=O)CCOc1ccccc1C	-2	1	-1	0.5	1	0	-7	-2	-12	-5
O=c1[nH]c2ccccc2c(O)c1-c1ccccc1	-1	-3	0	0.3	0	1	0	-3	-8	-15
Cc1ccc(S(=O)(=O)Cn2nnnc2C(CC(C)C)N2CCC(C(N)=O)CC2)cc1 (stereo not drawn)	0	-5	0	0.3	0	6	-5	3	-3	1
CCOC(=O)C1=C(C)N=c2s/c(=C3\C(=O)Nc4ccccc43)c(=O)n2C1c1ccc2c(c1)OCO2 (stereo not drawn)	7	16	-9	-0.1	0	-2	-1	0	6	-10
CC1(C)CCC/C(=C\c2ccccc2)C1=O	8	2	14	0.2	-1	6	3	2	-2	-13
Cc1noc(NC(=O)c2ccccc2)c1C#N	0	1	4	0.7	-4	-2	9	1	-1	-2
CCN(CC)/C(N)=N/c1nc(C)cc(C)n1	3	4	-1	-0.4	-2	-6	-11	-5	-9	7
CCCc1cc(=O)oc2cc(Oc3ncccn3)ccc12	2	3	2	-5.7	4	-9	-41	-32	-15	9
COc1ccc(C(C)=O)cc1CSc1nc2ccccc2c(=O)n1-c1ccccc1C	1	-3	2	-0.8	3	-6	-1	2	7	5
NC(c1ccc(F)c(F)c1)c1nc(-c2cc(F)cc(F)c2)cs1 (stereo not drawn)	-2	3	1	0.0	0	3	4	1	-5	11
COc1ccc(-c2nc(N)n(C(=O)c3ccccc3)n2)cc1	9	12	5	0.1	7	-7	-1	0	7	2
Cc1ccc(Cl)cc1-c1ccc(/C=N/n2cnnc2)o1	-1	14	-3	1.3	4	1	-13	-4	11	6
CN1CCN(S(=O)(=O)c2ccc(NS(=O)(=O)c3ccccc3)cc2)CC1	-7	3	12	-0.8	1	2	-8	0	7	0
CCN(CC)CCCNC(=O)c1cc2nc3c(c(C(F)(F)F)n2n1)CCc1ccccc1-3	9	-3	-4	3.8	-3	0	-338	-316	2	-2
O=C1CC(N2CCC(c3nc4ccccc4o3)CC2)C(=O)N1c1ccc(Cl)c(C(F)(F)F)c1 (stereo not drawn)	1	-28	0	0.3	-1	11	-4	-1	-5	-6
O=S(=O)(c1ccc(Cl)c(NC(=S)N/N=C/c2c(F)cccc2F)c1)N1CCOCC1	-1	-5	-1	-0.5	0	2	-6	2	1	0
Cc1ccc(C)c(N2CCN(C(=O)CCNC(=O)Cn3ccc4ccccc4c3=O)CC2)c1	5	0	0	0.1	-1	5	-3	-5	6	-9
CNS(=O)(=O)c1cccc(C(=O)OCc2csc(-c3ccccc3)n2)c1	-5	-42	10	0.1	7	-9	-4	0	-5	4
Cc1ccc(S(=O)(=O)NCCNc2ccc([N+](=O)[O-])cc2)cc1	3	-29	2	0.2	10	0	-8	3	-2	29*
CCOC(=O)N1CCN(CC(=O)N2c3ccccc3CCc3ccccc32)CC1	2	-3	2	0.5	0	9	-7	1	-11	-1
CC1CCN(C(=O)c2ccc(CNS(=O)(=O)c3ccc(C(C)(C)C)cc3)cc2)CC1	-11	-24	2	0.6	3	-1	-5	1	2	0
COc1cc(NC(=O)Cc2ccccc2)ccc1NC(=O)Cc1ccccc1	-5	-3	0	-0.6	2	3	-4	2	8	30*
Cc1nc(C(=O)N2CCC(C)(C(=O)NS(=O)(=O)C3CC3)C2)c(C)o1 (stereo not drawn)	0	1	-1	-1.7	-2	1	-4	-7	-5	-7
CCc1ccc(NC(=O)CN2C(=O)CSC2=O)cc1	2	-10	4	0.2	-4	-4	1	2	3	-6

Retrieved by structure from the list above (3):
SMILES	Tn7 DDE FP	sPLA2-III inh	UHRF1 binding	proKLK7 act	Rev-erbA mod	DDE Tn6 FP inh	PLCb3 inh	PLCg1 inh	ARFGAP1 inh	ASAP1 inh
COc1cc(NC(=O)Cc2ccccc2)ccc1NC(=O)Cc1ccccc1	-5	-3	0	-0.6	2	3	-4	2	8	30*
COc1ccc(-c2nc(N)n(C(=O)c3ccccc3)n2)cc1	9	12	5	0.1	7	-7	-1	0	7	2
CCN(CC)CCCNC(=O)c1cc2nc3c(c(C(F)(F)F)n2n1)CCc1ccccc1-3	9	-3	-4	3.8	-3	0	-338	-316	2	-2

New compounds follow:
SMILES	Tn7 DDE FP	sPLA2-III inh	UHRF1 binding	proKLK7 act	Rev-erbA mod	DDE Tn6 FP inh	PLCb3 inh	PLCg1 inh	ARFGAP1 inh	ASAP1 inh
N#Cc1c(C(F)(F)F)cc(-c2ccc(Cl)cc2)[nH]c1=O	-8	-25	2	21*	-1	-8	-485	-427	-3	-4
CCC(C)c1ccc(O)c(NC(=S)NC(=O)c2cccnc2)c1 (stereo not drawn)	-8	2	-3	1.0	-1	3	2	1	7	4
CC[C@]12c3[nH]c4ccccc4c3CCN1C(=O)C(CC(=O)NCc1cccc(C(F)(F)F)c1)C[C@@H]2C(=O)N1CCN(C(=O)C2CC2)CC1 (stereo partly drawn)	-7	11	1	-0.2	3	-2	-2	3	10	-5
CC(C)CN(CC(C)C)C(=O)C12CCC(C)(C(=O)O1)C2(C)C (stereo not drawn)	2	3	5	0.3	2	-3	6	4	8	-7
COC(=O)c1ccc(COC(=O)CCNS(=O)(=O)c2ccc(C)c(C)c2)cc1	0	-9	0	-1.1	2	8	-7	-2	0	10
CC1CN(C(=O)COC(=O)[C@@H]2CC(O)CN2S(=O)(=O)c2ccc3c(c2)OCCO3)CC(C)O1 (stereo partly drawn)	-3	2	0	-0.6	-5	3	0	3	-2	-2
O=C(CN1C(=O)/C(=C\c2cccc(Cl)c2)Sc2ccccc21)NCCCN1CCOCC1	5	-9	0	0.2	-3	4	-61	-33	-10	-5
CCCCN1C(=O)c2ccc(C(=O)OCC(=O)N3CCN(c4ccccc4)CC3)cc2C1=O	4	9	0	-1.1	5	-3	-28	0	12	6
